Source: PubChem (National Center for Advancing Translational Sciences (NCATS))
TrxR1 substrate = qHTS Assay for Substrates of Mammalian Selenoprotein Thioredoxin Reductase 1 (TrxR1): qHTS | purified TrxR1 substrate turnover, NADPH consumption readout | AID 588456, 2011 | Thioredoxin reductase 1, cytoplasmic (Rattus norvegicus), O89049 | 390,000 tested, 0.01% active | Potency, µM (doses to about 114 µM), for the others: top-dose activity change, negative = substrate turnover; note: potency is the fitted concentration of half-maximal effect; % is set by controls: 0 for no effect and ±100 for the full control effect; nearly all actives have a fitted effect of over 50% in size
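Rat TrxR1, dispensed at 90 nM, was prereduced with 400 uM NADPH (final) for 5 min at ~22 deg C, then incubated with compound 15 min before 400 uM selenite. A first-read NADPH fluorescence drop versus no-compound background flagged substrates.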
Glioma ERSR ind = qHTS for Inducers of the Endoplasmic Reticulum Stress Response (ERSR) in Human Glioma: qHTS; Potency, µM, without a hit: at the top dose activation, usual class: activators; U87-MG GRP78 promoter luciferase reporter, 16 h; AID 602332, 2012; 420,000 tested, 0.02% active; note: potency is the fitted concentration of half-maximal effect; series mostly up to about 76 µM; % of control where 0% means no effect; nearly all actives have a fitted effect of over 35% in size
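ERSR induction read as luciferase luminescence (Bright-Glo, 10 min at room temperature) in stably transfected human U87-MG glioma cells exposed to compounds for 16 h, using GRP78 as sensor.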
IDH1 R132H inh = qHTS for Inhibitors of mutant isocitrate dehydrogenase 1 (IDH1): qHTS | IDH1-R132H enzyme, NADPH consumption, diaphorase/resazurin fluorescence | 390,000 tested, 0.093% active | AID 602179, 2012 | Isocitrate dehydrogenase [NADP] cytoplasmic (Homo sapiens), O75874 | Potency, µM (titrated, usually from 76.6 µM), for inactives: at the highest dose activity change, negative = inhibition, most hits filed as inhibitors; note: potency is the fitted concentration of half-maximal effect; % is set by controls: 0 for no effect and ±100 for the full control effect; nearly all actives have a fitted effect of over 65% in size
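IDH1-R132H (0.5 ug/mL dispensed) in pH 7.5 Tris buffer was preincubated 30 min with compound, then given a substrate mix of 0.016 mM NADPH and 2 mM alpha-KG for 80 min at room temperature; remaining NADPH was read by diaphorase/resazurin fluorescence.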
USP1 inh = Inhibitors of USP1/UAF1: Primary Screen. Ubiquitin carboxyl-terminal hydrolase 1 (Homo sapiens), O94782. recombinant USP1/UAF1, Ub-Rhodamine cleavage fluorescence. Potency, µM (highest dose often 57.1 µM), inactives show top-dose activity change, negative = inhibition, hits mostly inhibitors. 390,000 tested, 0.23% active. AID 743255, 2014; note: potency is the fitted concentration of half-maximal effect; % is set by controls: 0 for no effect and ±100 for the full control effect; nearly all actives have a fitted effect of over 60% in size; inactives centre near -12
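USP1/UAF1 complex (1 nM) preincubated 15 min at room temperature with compound, then Ub-Rho substrate (150 nM final) added. Kinetic fluorescence at 480/540 nm over 6 reads at 60 s intervals; 50 mM HEPES pH 7.8, 0.5 mM EDTA, 0.1 mg/ml BSA, 1 mM TCEP, 0.01% Tween-20.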
LDHA inh = qHTS assay for inhibitors of human lactate dehydrogenase; L-lactate dehydrogenase A chain (Homo sapiens), P00338; purified LDHA, NADH/diaphorase-resazurin fluorescence; hits give low values; activity change, % (values are at about 110 or 230 µM); 480,000 tested, 0.15% active; in the data active = activity change below about -30%;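 note: plate controls were DMSO wells for no effect and wells without enzyme for full effect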
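Human LDH5 at 2 nM final in Tris HCl pH 7.4 with 0.06 mM NADH and 0.2 mM pyruvate, reacted 5 minutes at room temperature. Remaining NADH coupled via diaphorase/resazurin; resorufin fluorescence read at 0 and 20 minutes, normalized to enzyme-free and DMSO wells.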
Vif-A3F inh = qHTS for Inhibitors of Vif-A3F Interactions: qHTS | HeLa A3F-eYFP + Vif (tagged APOBEC3F with the HIV-1 protein that degrades it), YFP fluorescence increase | Potency, µM (top dose mostly 46.1 µM), for the others: at the highest dose activity, negative = active | 390,000 tested, 0.2% active | AID 602313, 2012; note: potency is the fitted concentration of half-maximal effect; % of control where 0% means no effect; nearly all actives have a fitted effect of over 65% in size
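HeLa cells stably expressing Vif plus C-terminally eYFP-tagged A3F were seeded, incubated overnight at 37 deg C, dosed with compound, incubated overnight again at 37 deg C. Yellow fluorescence (Ex 488/Em 500-530) reported blocked Vif-mediated A3F-eYFP degradation.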
Vif-A3G inh = qHTS for Inhibitors of Vif-A3G Interactions: qHTS; DNA dC->dU-editing enzyme APOBEC-3G (Homo sapiens), Q9HC16; HeLa A3G-eYFP + Vif (tagged APOBEC3G with the HIV-1 protein that degrades it), YFP fluorescence, overnight; Potency, µM (doses to about 46.1 µM), inactives show top-dose activity, negative = active, usual class: inhibitors; 410,000 tested, 0.076% active;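 note: potency is the fitted concentration of half-maximal effect; % is set by controls: 0 for no effect and ±100 for the full control effect; nearly all actives have a fitted effect of over 60% in size; hits raise eYFP signal because A3G escapes Vif-driven loss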
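Read-out is eYFP fluorescence (Ex 488/Em 500-530) from Vif-expressing HeLa A3G-eYFP cells; more signal means A3G escaped Vif-mediated degradation. Cells plated overnight, compound pinned in, incubated overnight at 37 deg C.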
PI4K2A inh = qHTS for small molecular inhibitors of PI4K2A. Phosphatidylinositol 4-kinase type 2-alpha (Homo sapiens), Q9BTU6. purified PI4K2A, ADP-Glo luminescence, 1 h; hits give low values. activity change, negative = inhibition, % at 76.9 µM. 420,000 tested, 0.13% active; in the data active = activity change below about -50%;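 note: -100% = wells without enzyme as full effect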
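In this quantitative HTS, ADP production by PI4K2A was quantified luminescently after 1 h at ambient temperature; 100 microM adenosine served as plate-quality control.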
RXFP1 agonist = qHTS Assay for Agonists of the Relaxin Receptor RXFP1 | 370,000 tested, 0.3% active | HEK293T-RXFP1 cAMP TR-FRET, 30 min; response scale: percent of porcine relaxin response, buffer zero | AID 2676, 2010 | Potency, µM (highest dose often 57.5 µM), for inactives: at the top dose activation, actives largely listed as activators; note: potency is the fitted concentration of half-maximal effect; % is set by controls: 0 for no effect and ±100 for the full control effect; nearly all actives have a fitted effect of over 60% in size; many of its hits are not listed in these tables
Target sequence (Q9HBX9 whole entry, looked up): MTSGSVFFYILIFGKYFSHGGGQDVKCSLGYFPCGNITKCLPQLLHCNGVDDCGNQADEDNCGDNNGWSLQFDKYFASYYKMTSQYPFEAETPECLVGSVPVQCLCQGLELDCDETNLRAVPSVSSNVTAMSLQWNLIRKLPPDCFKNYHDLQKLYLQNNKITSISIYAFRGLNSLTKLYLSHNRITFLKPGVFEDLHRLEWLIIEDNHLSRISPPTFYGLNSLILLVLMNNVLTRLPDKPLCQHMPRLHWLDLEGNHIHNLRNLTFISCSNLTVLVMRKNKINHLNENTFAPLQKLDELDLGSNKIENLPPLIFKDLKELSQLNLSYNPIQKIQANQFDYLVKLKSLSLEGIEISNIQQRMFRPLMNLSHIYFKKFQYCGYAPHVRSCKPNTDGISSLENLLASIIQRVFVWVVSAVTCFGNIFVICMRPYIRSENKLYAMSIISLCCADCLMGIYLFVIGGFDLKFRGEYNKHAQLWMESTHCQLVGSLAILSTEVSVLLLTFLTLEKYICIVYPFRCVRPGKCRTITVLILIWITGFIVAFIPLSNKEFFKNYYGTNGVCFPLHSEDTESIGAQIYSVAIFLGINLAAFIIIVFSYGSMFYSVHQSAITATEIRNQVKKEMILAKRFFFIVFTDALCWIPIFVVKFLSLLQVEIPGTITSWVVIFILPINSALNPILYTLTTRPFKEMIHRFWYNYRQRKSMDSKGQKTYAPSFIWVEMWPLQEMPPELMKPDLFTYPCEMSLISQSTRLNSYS
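HEK293T cells stably expressing RXFP1 were pretreated with the PDE4 inhibitor Ro 20174, exposed to compounds for 30 min at 37C, lysed, and cAMP was read by TR-FRET. Data normalized to buffer (basal) and 29 nM porcine relaxin (100%).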
The depositor's hits bear a star; / = no result given; & = joins results of further samples; [ ] = remark or other dose. Unless noted, calls come from the whole dose curve; as a rule, active = well fitted curve in the direction sought with a large enough effect; inconclusive = small, poorly fitted or top-dose-only effect, or another doubt; inactive = no such curve, though single readings can be large; an effect the other way counts as inactive or inconclusive. An excerpt (hit frequency here may not be typical).

Results follow in this order: TrxR1 substrate	Glioma ERSR ind	IDH1 R132H inh	USP1 inh	LDHA inh	Vif-A3F inh	Vif-A3G inh	PI4K2A inh	RXFP1 agonist
CC(C)CNC(=O)CSc1nc2scc(-c3ccccc3)c2c(=O)[nH]1
 : -11%	-2%	2%	-10%	0	-1%	-1%	-4	7.2%
Cc1cccc(NS(=O)(=O)c2nnc(NC(=O)c3ccc(C)c(C)c3)s2)c1
 : 1%	-3%	2%	-16%	-5	-6%	-13%	0	1.8%
O=C(COC(=O)C1CC1)Nc1nc(-c2ccc(F)c(F)c2)cs1
 : -10%	8%	0%	-1%	-9	-2%	-5%	1	-0.2%
O=C(CCS(=O)(=O)c1ccccc1)NCc1ccccc1
 : 0%	-3%	-1%	-6%	0	-1%	0%	-3	-1.7%
CCc1cc(C(=O)N2CCCC(Nc3ccc(F)c(F)c3)C2)n(C)n1 (configuration not stated)
 : -11%	-6%	7%	-7%	4	-2%	-1%	-2	2.0%
CCC(C)(C)n1nnnc1C(c1cc(OC)ccc1OC)N1CCN(Cc2ccccc2)CC1 (configuration not stated)
 : 3%[57.1 µM]	-3%	1%	-20%	-3	11%	0%	-2	1.5%
O=[N+]([O-])c1cccc(CNC2CCCCCC2)c1
 : 3%[57.1 µM]	-4%	-1%	-11%	-7	1%	0%	1	3.3%
CCOc1ccc(CNC(=O)C2Cc3cc(S(=O)(=O)N4CCCC4)ccc3N2C(C)=O)cc1 (configuration not stated)
 : -4%	-4%	-2%	-9%	-2	-8%	2%	4	0.6%
CS(=O)(=O)N(CC(=O)NCCSCc1ccco1)c1ccc(Cl)cc1
 : 9%[57.1 µM]	-1%	5%	-11%	-6	3%	-4%	3	1.1%
O=C1/C(=C\c2ccc(C(F)(F)F)cc2)CSc2sccc21
 : -4%	3%	5%	-21%	1	-10%	-2%	-6	0.1%
CCOC(=O)c1ccc(NC(=S)N(CCCN2CCCC(C)C2)Cc2ccco2)cc1 (configuration not stated)
 : 9%[57.1 µM]	-1%	7%	-21%	0	6%	4%	5	-0.6%
COC(=O)c1ccc(Oc2ccc3nncn3n2)cc1
 : 3%[57.1 µM]	-4%	2%	-15%	-2	0%	1%	-1	-1.3%
Cc1cc(N2CCOCC2)nc2ccc(NC(=O)CCC(=O)N3CCN(c4ccc(F)cc4)CC3)cc12
 : 23%[57.1 µM]	-2%	5%	-24%	6	10%	0%	-24	0.4%
Cc1ccc(-n2c([O-])nc(-[n+]3ccccc3)c2C=O)cc1
 : 9%	0%	5%	-12%	-12	-1%	4%	-2	-4.2%
CN(C)S(=O)(=O)c1ccc(NC(=O)CCNC(=O)c2ccco2)cc1
 : 4%	-2%	0%	-14%	0	5%	-1%	-2	-0.1%
Cn1c(=O)c2c(nc(Br)n2CC(=O)c2cccs2)n(C)c1=O
 : 23%[57.1 µM]	1%	4%	-4%	-2	13%	-1%	-10	4.5%
Cc1ccc(C)c(-n2cc(CN3CCCN(C=O)CC3)c(-c3ccccc3)n2)c1
 : 0%	0%	1%	1%	-8	4%	1%	1	-1.5%
Cc1nn(-c2ccccn2)c2c1C(=O)CC(C)(C)C2Br (configuration not stated)
 : 2%	-5%	1%	-22%	-2	0%	-9%	6	-3.8%
CCOc1cc(-c2nc(C)c(C(C)=O)n2O)ccc1OCC(=O)Nc1cccc(C)c1
 : -8%	-3%	0%	-14%	3	-19%	1%	0	-2.3%
CCc1cccc(C)c1NC(=O)C1=C(C)C(=O)OC12CCC(C)CC2 (configuration not stated)
 : 6%	/	/	-4%	-4	/	/	2	1.6%
Cc1cc(C(=O)N2CCCC(Nc3ccc(C(C)C)cc3)C2)nn1C (configuration not stated)
 : 9%	3%	0%	-8%	4	3%	-1%	0	-1.1%
Cc1ccc(/C=N/Nc2cc(C)nc(N3CCOCC3)n2)cc1
 : 3%[57.1 µM]	1%	-2%	-12%	-13	-7%	0%	2	1.1%
Cc1ccc(Nc2c(-c3ccc(C)o3)nc3cnccn23)cc1
 : 13%[57.1 µM]	1%	0%	-25%	-4&-2	1%	-9%	-8	1.8%
CC(C(=O)N1CCc2ccccc21)N1CCN(S(=O)(=O)c2cccs2)CC1 (configuration not stated)
 : -11%	-3%	4%	-6%	-2	-2%	-3%	-4	2.2%
COc1ccc(C2NC(c3ccc(OC)cc3)C([N+](=O)[O-])C(C)(C)C2[N+](=O)[O-])cc1 (configuration not stated)
 : -7%	-5%	-3%	-28%	-5	0%	12%	-5	-0.1%
CC(C)(Oc1ccc(Cl)cc1)C(=O)O
 : 7%	5%&-2%&-2%&-4%&-5%&-5%	3%	-24%	-6	-3%	-2%	-1&0	0.5%
COCC(Cc1ccccc1)NC(=O)Cn1cc(C)c(=O)[nH]c1=O (configuration not stated)
 : -5%	1%	-3%	-11%	-4	-2%	0%	-1	/
COc1ccc(-c2sc3ccccc3c2-c2ccc(OCCN3CCOCC3)cc2)cc1
 : 20%	-6%	-1%[38.3 µM]	-25%	-1	0%	1%	5	/
O=C(NCc1ccccc1F)C1CCCN1S(=O)(=O)c1ccc(Cl)cc1 (configuration not stated)
 : 5%	-5%	3%	-20%	-1	-3%	1%	-2	0.9%
Cc1cc(NC(=O)CSc2nc3ccsc3c(=O)n2CCCCC(=O)O)no1
 : -4%	-5%	-4%	-9%	-1	-7%	-7%	4	0.0%
CCOC(=O)CSc1nc2c(sc3ccc([N+](=O)[O-])cc32)c(=O)n1Cc1ccco1
 : 7%	0%	7%	-22%	0	4%	-4%	-2	2.0%
CC1(c2nnc(-c3ccccc3)o2)CC(c2ccncc2)=NO1 (configuration not stated)
 : 5%	1%	-1%	-24%	1	2%	3%	-4	0.0%
O=C1NC(c2ccccc2)Cc2ccncc21 (configuration not stated)
 : 8%[57.1 µM]	0%	8%	-12%	-8	6%	-5%	-2	/
CC(=O)n1nc(-c2cccc(C)c2)nc1SCC(=O)Nc1ccccc1
 : -12%	-2%	3%	-8%	-18	0%	-2%	4	-0.8%
C=CCn1c(-c2ccccc2)nc2nc3ccccc3nc21
 : 149%[activator]	-7%	7%	-19%	-4	/	-2%	-24	3.8%
COC(=O)C1CCN(C(=O)c2ccccc2NC(C)=O)CC1
 : 11%	-3%	4%	-16%	-1	2%	0%	4	1.7%
CC(Sc1ncccn1)C(=O)NC1(C#N)CCCCC1 (configuration not stated)
 : 4%	-5%	-6%	-4%	-4	1%	0%	4	0.9%
CCN(C(=O)CSc1nc2ccccc2o1)C1CCS(=O)(=O)C1 (configuration not stated)
 : -2%	-3%	3%	-11%	0	-5%	1%	1	2.8%
c1ccc(OCc2nn3c(-c4ccncc4)nnc3s2)cc1
 : 9%[57.1 µM]	1%	3%	-8%	-2&-4	-2%	-4%	3	-1.2%
C=CC[C@H](CC(=O)NCCO)C(=O)N[C@@H](COC(=O)[C@@H](CC=C)Cc1ccc(F)cc1)Cc1ccccc1
 : -1%	-2%	7%	-21%	1	4%	-3%	3	/

A few values from the list:
Entry for Cc1ccc(Nc2c(-c3ccc(C)o3)nc3cnccn23)cc1 under Vif-A3F inh: 1%
Entry for c1ccc(OCc2nn3c(-c4ccncc4)nnc3s2)cc1 under Vif-A3F inh: -2%

Continuation:
Results follow in this order: TrxR1 substrate	Glioma ERSR ind	IDH1 R132H inh	USP1 inh	LDHA inh	Vif-A3F inh	Vif-A3G inh	PI4K2A inh	RXFP1 agonist
CN1CCN(C(c2ccc(F)cc2)c2ccc3cccnc3c2O)CC1 (configuration not stated)
 : 1%	-4%	0%	-21%	-2	-11%	0%	1	/
O=C(NCc1ccncc1)c1cncc(Br)c1
 : 4%	0%	-3%	0%	-1	4%	2%	1	0.4%
CC(=O)c1cccc(NC(=O)CCS(=O)(=O)c2ccc3c(c2)n(C)c(=O)c(=O)n3C)c1
 : 2%	/	/	-1%	-14	/	/	-4	-0.2%
O=C(c1ccccc1-c1nc(-c2ccccc2)no1)N1CCCC1
 : -6%[57.1 µM]	-2%	8%	-6%	2	7%	-11%	10	0.5%
CN1CCN(C(=O)/C(C#N)=C/c2ccc(F)cc2)CC1
 : 4%[57.1 µM]	8%	1%	-16%	-3	2%	0%	-2	3.1%
CN(C)S(=O)(=O)c1ccc2c(c1)N(CC(=O)NCc1ccccc1)C(=O)C1CCCCN21 (configuration not stated)
 : 5%[57.1 µM]	-2%	-2%	-32%	-2	4%	3%	-4	-0.7%
O=C(c1c[nH]c2ccc(F)cc2c1=O)N1CCCCCC1
 : 2%	0%	5%	-10%	-10	-17%	0%	13	1.9%
